# Bioassay records (PubChem)
# SRC2 inh: inhibition of GAL4-SRC2 driven luciferase reporter, primary screen, SRC2 inhibitor project, cell-based, luminescence. HEK293 GAL4-SRC2 luciferase reporter. 370,000 tested, 0.17% active. Nuclear receptor coactivator 2 (Homo sapiens), Q15596. inhibition, % at 9 µM;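 active = inhibition above the mean inhibition of all tested compounds plus 3 SD, set per campaign, cut at about 52% in these data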;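 note: 0% = DMSO treated cells and 100% = cells given Gossypol at 36 µM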
# LMP1 NFkB inh: EBV LMP1-driven NF-kappaB luciferase reporter inhibitors, primary screen, cell-based, luminescence, single point; AID 504558, 2011; LMP1-induced NF-kappaB luciferase reporter cells; 350,000 tested, 0.69% active; inhibition, % at 12.5 µM; in the data active = inhibition above about 41%;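 note: 0% = neutral control wells and 100% = reference inhibitor control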
# LRH-1 inv ag: LRH-1 (NR5A2) inverse agonists, primary screen, cell-based, luminescence, HEK293T, StAR-luciferase reporter. AID 602396, 2012. LRH-1 transfected, 24 h. 360,000 tested, 0.13% active. inhibition, % at 3.6 µM. Nuclear receptor subfamily 5 group A member 2 (Homo sapiens), O00482;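 active = inhibition above the mean inhibition of all tested compounds plus 3 SD, cut at about 73% in these data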;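 note: 0% = DMSO wells and 100% = reporter-only cells lacking LRH-1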
# Target sequence (O00482 whole entry, looked up): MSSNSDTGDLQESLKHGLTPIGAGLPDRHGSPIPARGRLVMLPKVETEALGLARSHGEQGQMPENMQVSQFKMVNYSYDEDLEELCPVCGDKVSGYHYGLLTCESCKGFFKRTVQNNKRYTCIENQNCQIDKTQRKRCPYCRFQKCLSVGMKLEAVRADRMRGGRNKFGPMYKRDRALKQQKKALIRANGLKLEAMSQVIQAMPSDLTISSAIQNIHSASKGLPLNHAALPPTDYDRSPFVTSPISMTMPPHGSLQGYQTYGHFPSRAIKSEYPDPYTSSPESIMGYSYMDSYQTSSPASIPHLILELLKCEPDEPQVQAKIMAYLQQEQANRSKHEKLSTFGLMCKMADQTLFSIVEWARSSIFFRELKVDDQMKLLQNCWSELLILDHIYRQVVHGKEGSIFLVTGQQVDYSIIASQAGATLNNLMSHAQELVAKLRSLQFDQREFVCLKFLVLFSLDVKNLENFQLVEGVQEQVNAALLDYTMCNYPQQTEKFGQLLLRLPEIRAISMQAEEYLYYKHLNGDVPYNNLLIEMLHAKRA
# TRAIL sens C8: viability loss with TRAIL in NB7+C8 cells, primary screen, TRAIL sensitizer project, cell-based, ATPlite luminescence; inhibition (viability loss, TRAIL sensitization), % at 10 µM; 360,000 tested, 1% active;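 active = compounds causing at least 50% loss of cell viability in the single-dose screen, relative to plate controls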
# COUP-TFII inh: NR2F2 transcriptional activity inhibitors, primary screen, cell-based, luciferase reporter, HEK293T, luminescence; HEK293T NGFI-A luciferase reporter; inhibition, % at 8.6 µM; 370,000 tested, 0.7% active;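 active = inhibition above a per-plate cutoff, mean inhibition of test wells between control levels plus 3 SD, cut at about 38% in these data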;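 note: cells cotransfected with COUP-TFII expression vector driving the NGFI-A reporter; 0% = median of COUP-TF2 test wells and 100% = reporter-only cells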
# Target sequence (P24468 whole entry, looked up): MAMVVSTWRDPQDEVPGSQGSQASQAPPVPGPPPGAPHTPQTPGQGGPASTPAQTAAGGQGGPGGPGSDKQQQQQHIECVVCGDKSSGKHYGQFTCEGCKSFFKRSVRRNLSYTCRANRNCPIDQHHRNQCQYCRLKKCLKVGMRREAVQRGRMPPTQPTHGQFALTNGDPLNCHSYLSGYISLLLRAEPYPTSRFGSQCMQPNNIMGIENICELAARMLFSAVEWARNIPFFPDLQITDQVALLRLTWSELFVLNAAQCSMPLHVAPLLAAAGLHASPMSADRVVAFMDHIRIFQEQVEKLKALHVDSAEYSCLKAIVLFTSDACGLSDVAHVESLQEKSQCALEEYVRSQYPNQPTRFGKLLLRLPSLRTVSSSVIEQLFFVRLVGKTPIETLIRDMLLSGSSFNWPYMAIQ
# Vif imaging: HIV Vif self-association inhibitors, primary screen, imaging, HEK293T, single point; AID 602346, 2012; inhibition, % at 7.49 µM; 340,000 tested, 0.35% active; HEK293T cells, Vif self-association by quenched fluorescence, 24 h; in the data active = inhibition above about 50%, passing the limit was not always enough; note: some results filed as inactive read as strong as hits
# NOD2-RIPK2 inh: NOD2-RIPK2 binding disruptors in cells, primary screen, fluorescence, CHO cells, BLA complementation | CCF4 ratio | inhibition, % at 4.98 µM | Receptor-interacting serine/threonine-protein kinase 2 (Homo sapiens), O43353 | AID 624267, 2012 | 360,000 tested, 0.38% active; in the data active = inhibition above about 21%;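 note: 0% = vehicle only and 100% = reference blocker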
# NCOA3 inh: SRC3 coactivator transcriptional activity inhibitors, primary screen, cell-based, luminescence; AID 588352, 2011; Nuclear receptor coactivator 3 (Homo sapiens), Q9Y6Q9; inhibition, % at 3.6 µM; HEK293 GAL4-SRC3 luciferase reporter; 360,000 tested, 0.17% active;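 active = inhibition above a per-campaign cutoff, the mean of all compounds plus 3 SD, cut at about 60% in these data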;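 note: 0% = DMSO-treated cells and 100% = gossypol-treated cells at 36 µM; higher means less SRC3-driven luciferase light from the GAL4 reporter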
# TROY signal inh: inhibitors of TROY-driven NF-kB signaling, primary screen, Q293 LMP1-TROYcd cells, NF-kB luciferase, uHTS | Q293 LMP1-TROYcd NF-kB luciferase reporter, 4 h | inhibition, % at 10 µM | 360,000 tested, 0.98% active;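 active = compounds whose plate-normalised and pattern-corrected inhibition of the luciferase reporter signal at the single screening dose is 50% or more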
# TLR9-MyD88 inh: inhibitors of TLR9-MyD88 association in cells, primary screen, cell-based, CHO, BLA complementation, fluorescence; inhibition, % at 4.98 µM; 340,000 tested, 0.21% active; CCF4 FRET ratio; Toll-like receptor 9 (Homo sapiens) + Myeloid differentiation primary response protein …;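 active = inhibition above the mean over all tested compounds plus 3 SD, cut at about 21% in these data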;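 note: 0% = DMSO only wells and 100% = clavulanate BLA inhibitor control wells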
# NCOA1 inh: SRC1 coactivator transcriptional activity inhibitors, primary screen, cell-based, luminescence; inhibition, % at 3.6 µM; Nuclear receptor coactivator 1 (Homo sapiens), Q15788; HEK293 GAL4-SRC1 luciferase reporter; 360,000 tested, 0.12% active;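 active = inhibition above the campaign mean plus 3 SD, with each screening campaign given its own cutoff, cut at about 60% in these data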;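 note: 0% = DMSO treated cells and 100% = gossypol at 36 µM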
# * hit, by the source's call; x = not tested or not shown.
no.	Structure	SRC2 inh	LMP1 NFkB inh	LRH-1 inv ag	TRAIL sens C8	COUP-TFII inh	Vif imaging	NOD2-RIPK2 inh	NCOA3 inh	TROY signal inh	TLR9-MyD88 inh	NCOA1 inh
1	COc1ccc(N(CC(=O)NC2CCCCC2)C(=O)CNC(=O)c2ccco2)cc1	4	3	3	9	-12	-5	5	8	-10	-5	0
2	CC(NC(=O)C1CCC(CNc2c(N3CCCCC3)c(=O)c2=O)CC1)c1ccccc1 (stereo unspecified)	3	-4	-8	8	13	7	-10	1	11	-11	4
3	O=C(CSc1nc2nc(-c3cccs3)cc(C(F)(F)F)c2c(=O)[nH]1)NCc1ccco1	-8	-7	12	-5	-7	4	-2	8	1	0	-13
4	CC(C)C(=O)OC1CCS(=O)(=O)c2sccc21 (stereo unspecified)	5	-15	1	4	5	8	-2	10	-2	-5	-5
5	COc1ccc(-c2nc(CSCC(=O)NC3CCCc4ccccc43)c(C)o2)cc1OC (stereo unspecified)	-2	21	0	9	7	0	-3	4	-7	6	0
6	CCc1cccc(CC)c1NC(=S)NCc1nc2ccccc2[nH]1	-5	-11	-10	-6	-24	-7	-7	2	-17	-8	-3
7	CCCN(C(=O)CCOc1ccc(C(C)(C)C)cc1)c1c(N)n(Cc2ccccc2)c(=O)[nH]c1=O	15	-7	7	-14	8	-10	-9	14	-4	8	-2
8	COc1cc2c(c(OC)c1OC)-c1ccc(OC)c(=O)cc1C(NC(=O)c1ccccc1)CC2 (stereo unspecified)	6	3	19	12	-47	1	5	30	1	3	-11
9	COc1ccc(-c2nc3ncccc3o2)cc1NC(=O)c1ccco1	-25	6	18	-2	5	-3	-5	-11	-48	-5	3
10	CC(C)CCNC1=CC(=O)CC(c2ccccc2)C1 (stereo unspecified)	3	11	-13	7	-14	-11	-2	12	21	-5	-14
11	COc1ccccc1-n1cccc1C=O	-20	9	8	-8	-2	2	-3	11	90*	6	-4
12	CN(C)CCNC(=O)c1ccccc1	-8	0	9	2	-4	4	-5	13	-25	-9	-13
13	CC(C)c1nnc(NC(=O)C2CCCN2C(=O)Nc2ccccc2)s1 (stereo unspecified)	-5	5	2	-7	12	11	-6	-13	15	-5	-13
14	O=C(Cc1ccc(-n2cccc2)cc1)NC1CCCCC1	19	10	-7	10	-10	1	-8	23	6	1	-3
15	CC(C)C[C@H]1CN(CCCC[C@H]2CNC(=O)C(=O)N2CCc2ccccc2)C(=O)C(=O)N1CC1CCCCC1	-5	x	-3	-15	-10	x	-5	x	-11	x	x
16	COc1ccc2oc(C)c(C(=O)NN)c2c1	1	1	13	4	14	-4	7	0	-11	10	-96
17	COc1ccc(CCNC(=O)C(=O)NCC2OCCN2S(=O)(=O)c2ccc3c(c2)OCCO3)cc1OC (stereo unspecified)	19	-8	11	3	-2	x	-13	-5	19	-1	6
18	C=CCC(Nc1ccccc1)C12C=CC(O1)C(C(=O)OC)=C2C(=O)OC (stereo unspecified)	-7	9	-6	10	-2	15	17	3	40	-1	-4
19	Cc1cc(C(=O)Nc2cc(C(C)(C)C)on2)c(C)o1	-63	-25	-89	12	-4	1	-2	-52	-43	3	-70
20	COC(=O)[C@@]12C[C@@H](CC(=O)NCc3ccc(OC)c(OC)c3)C(=O)N(Cc3ccccc3)C1=CCC(C)(C)C2	12	x	17	-5	9	x	-17	x	x	x	x
21	C(=N\Nc1nc2ccccc2[nH]1)/c1cccc2nccnc12	-11	47*	-11	26	5	x	-11	6	-19	x	11
22	O=C(NCCCn1ccnc1)C(=O)NCC1OCCN1S(=O)(=O)c1cc(F)ccc1F (stereo unspecified)	9	-6	27	5	13	3	3	17	-14	3	8
23	COc1ccc(/C=C/C(=O)c2c(O)cc(C)oc2=O)c(OC)c1	-34	2	-25	89*	-36	5	-4	-37	-27	12	-59
24	O=C(Nc1ccc(NC(=O)C2CCCCC2)nc1)c1cccc(F)c1	-7	-6	-5	1	-16	-9	2	-31	-20	1	-100

# Ordered by formula weight (highest first): some entries from above.
no.	Structure	SRC2 inh	LMP1 NFkB inh	LRH-1 inv ag	TRAIL sens C8	COUP-TFII inh	Vif imaging	NOD2-RIPK2 inh	NCOA3 inh	TROY signal inh	TLR9-MyD88 inh	NCOA1 inh
20	COC(=O)[C@@]12C[C@@H](CC(=O)NCc3ccc(OC)c(OC)c3)C(=O)N(Cc3ccccc3)C1=CCC(C)(C)C2	12	x	17	-5	9	x	-17	x	x	x	x
22	O=C(NCCCn1ccnc1)C(=O)NCC1OCCN1S(=O)(=O)c1cc(F)ccc1F (stereo unspecified)	9	-6	27	5	13	3	3	17	-14	3	8
18	C=CCC(Nc1ccccc1)C12C=CC(O1)C(C(=O)OC)=C2C(=O)OC (stereo unspecified)	-7	9	-6	10	-2	15	17	3	40	-1	-4

# (list continues)
no.	Structure	SRC2 inh	LMP1 NFkB inh	LRH-1 inv ag	TRAIL sens C8	COUP-TFII inh	Vif imaging	NOD2-RIPK2 inh	NCOA3 inh	TROY signal inh	TLR9-MyD88 inh	NCOA1 inh
25	Cc1cc(C)n2cc(COc3ccc4ccccc4c3)nc2n1	-47	-1	-140	23	-42	1	9	-93	-36	-2	-77
26	CC1(C)Cc2c(sc3nc(-c4cc5ccccc5o4)n(N)c(=O)c23)CO1	-33	-32	-19	36	-20	-5	23*	-36	7	2	-24
27	COc1ccc(/C=C/C(=O)OC(C)C(=O)c2ccccc2)cc1OC (stereo unspecified)	-20	0	10	8	-25	0	-1	5	-25	4	-7
28	COC(=O)/C=C1/C(=O)N/C(=N\c2nc(C)cc(C)n2)N1c1ccc(OC)cc1	1	11	-21	-2	-9	38	-1	7	2	-8	-8
29	O=C(COC(=O)c1ccco1)Nc1ccc(N2CCOCC2)cc1	-30	-2	27	-5	7	-1	-2	14	-10	2	-11
30	CC(/C=N\NC(=O)Cn1c(C)nc2ccccc21)=C\c1ccccc1	19	30	8	28	37	x	0	19	9	-9	8
31	COc1ccc(Cn2cc(CN3CC(N4CC=CC4)CS3(=O)=O)nn2)cc1 (stereo unspecified)	11	x	0	-4	12	x	7	x	-17	x	x
32	COCCn1c(COc2ccc(OC)cc2)nc2ccccc21	-16	-12	-28	8	-21	9	-16	-11	-20	9	-57

# Whole records, quoted from the list:
# CC(/C=N\NC(=O)Cn1c(C)nc2ccccc21)=C\c1ccccc1 is listed as SRC2 inh: 19; LMP1 NFkB inh: 30; LRH-1 inv ag: 8; TRAIL sens C8: 28; COUP-TFII inh: 37; Vif imaging: x; NOD2-RIPK2 inh: 0; NCOA3 inh: 19; TROY signal inh: 9; TLR9-MyD88 inh: -9; NCOA1 inh: 8
# Cc1cc(C)n2cc(COc3ccc4ccccc4c3)nc2n1 is listed as SRC2 inh: -47; LMP1 NFkB inh: -1; LRH-1 inv ag: -140; TRAIL sens C8: 23; COUP-TFII inh: -42; Vif imaging: 1; NOD2-RIPK2 inh: 9; NCOA3 inh: -93; TROY signal inh: -36; TLR9-MyD88 inh: -2; NCOA1 inh: -77

# Other records follow.
no.	Structure	SRC2 inh	LMP1 NFkB inh	LRH-1 inv ag	TRAIL sens C8	COUP-TFII inh	Vif imaging	NOD2-RIPK2 inh	NCOA3 inh	TROY signal inh	TLR9-MyD88 inh	NCOA1 inh
33	O=C(Nc1ccc(N2CCN(C(=O)c3ccco3)CC2)c(Cl)c1)c1cccnc1	3	-8	8	6	9	-2	-2	6	11	1	3
34	Brc1ccccc1-n1nnc(-c2cccnc2)n1	-35	-16	-41	14	-24	-4	-9	-63	11	1	-49
35	COCCn1cc(C(=O)N2CCCC(C)C2)c2c3ccccc3n(C)c2c1=O (stereo unspecified)	-45	-14	7	-9	7	-3	-8	-1	25	-2	8
36	COCC(=O)OCC(=O)Nc1cc([N+](=O)[O-])ccc1Cl	0	-10	18	-4	-4	-2	3	15	20	9	4
37	O=C(Nc1cccc(O)c1)c1ccc2c(c1)C(=O)N(Cc1ccco1)C2=O	-28	-8	4	-3	4	x	1	-19	4	4	-26
38	O=C(O)CCCNC(=O)Nc1ccccc1	-25	-4	9	0	-7	-8	4	-26	10	-5	-16
39	CCOC(=O)C1CCCN(C/C=C/c2ccccc2[N+](=O)[O-])C1 (stereo unspecified)	10	4	11	-1	-7	-2	-2	-3	9	-2	-3
40	COC(=O)NNS(=O)(=O)c1ccc(C)cc1	-1	-2	9	-1	10	-8	-4	19	3	3	0
41	N#Cc1cn(Cc2ccccc2)c(=O)[nH]c1=O	-5	-2	7	0	2	-5	-3	21	-3	-2	-1
42	COc1ccc(Cl)cc1N=Cc1c(O)c2ccccc2oc1=O	-9	9	8	1	-7	-2	0	1	13	1	-1
43	CC1=CC(C)(C)N2C(=O)C3(SCC(=O)N3c3ccc(F)cc3)c3cc(C)cc1c32 (stereo unspecified)	6	2	2	9	13	-13	-3	8	-12	-6	17
44	O=S(=O)(NCCS(=O)(=O)N1CCN(c2ccc(F)cc2)CC1)c1ccccc1	15	0	7	0	4	9	-22	-11	6	-1	-6
45	COc1ccc(NC(=O)CN(C)C(=O)CCCc2nc3ccccc3c(=O)[nH]2)cc1	3	-1	-15	-7	-3	23	-6	-8	-16	4	-5
46	COCc1[nH]c(=S)c(C#N)cc1C(=O)OC	11	-3	-2	-20	6	3	5	15	14	-5	-8
47	Cc1cccc(N2CC(C(=O)Nc3ccc4c(c3)OCCO4)CC2=O)c1C (stereo unspecified)	15	1	25	-1	15	-2	-2	13	34	-2	6
48	CC(C)c1ccc(NC(=O)COC(=O)C2=COCCO2)cc1	-47	2	-8	-29	-17	30	3	-15	-60	-2	6
49	COc1ccc(C2N(c3ccccc3)C(=S)N3CCCN23)cc1 (stereo unspecified)	-2	-2	-12	3	-3	-7	3	16	-22	11	11
50	CCOC(=O)C1CCCN(CCC(=O)Nc2cc(OC)ccc2OC)C1 (stereo unspecified)	-17	2	11	20	3	-3	-3	8	22	-12	22

# 5 entries already listed, sorted by their value in NCOA1 inh, high to low:
cpd	compound	SRC2 inh	LMP1 NFkB inh	LRH-1 inv ag	COUP-TFII inh	Vif imaging	NOD2-RIPK2 inh	NCOA3 inh	TLR9-MyD88 inh	NCOA1 inh
43	CC1=CC(C)(C)N2C(=O)C3(SCC(=O)N3c3ccc(F)cc3)c3cc(C)cc1c32 (stereo unspecified)	6	2	2	13	-13	-3	8	-6	17
48	CC(C)c1ccc(NC(=O)COC(=O)C2=COCCO2)cc1	-47	2	-8	-17	30	3	-15	-2	6
41	N#Cc1cn(Cc2ccccc2)c(=O)[nH]c1=O	-5	-2	7	2	-5	-3	21	-2	-1
44	O=S(=O)(NCCS(=O)(=O)N1CCN(c2ccc(F)cc2)CC1)c1ccccc1	15	0	7	4	9	-22	-11	-1	-6
46	COCc1[nH]c(=S)c(C#N)cc1C(=O)OC	11	-3	-2	6	3	5	15	-5	-8

# An excerpt; count on the stated rates, not on these rows.
